TDP2 inh – blocks human TDP2 phosphodiesterase activity. AID 720702. 370,000 compounds, 0.34% hits. O95551. recombinant TDP2, T5PNP hydrolysis, p-nitrophenol absorbance 415 nm. inhibition, % at 12.8 µM;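 active = inhibition above the mean of all tested compounds plus 3 SD, set per campaign, cut at about 25% in these data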;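 also: 0% = DMSO with enzyme and 100% = buffer with substrate but no TDP2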
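System – recombinant human TDP2 · Amount – 120 nM TDP2 per well · Buffer or medium – Mg2+-containing Tris-HCl buffer, pH 7.5 · Reagent – T5PNP substrate, 5 mM · Dosing – 12.8 µM single point, 1% DMSO · Incubation – 2 h at 37 °C · Measured by – epi absorbance · Read-out basis – percent inhibition · Benchmarks – high control without enzyme, low control DMSO plus TDP2 · Repeats – singlicate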
Tn6 DDE FP – disrupts Tn6 cyclic peptide binding to fibrin D-Dimer-E complex | P02675 | 370,000 compounds, 0.21% hits | inhibition, % at 8.3 µM | Fibrin DD(E) TRITC-Tn6 fluorescence polarization displacement;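 active = inhibition above a per-campaign cutoff: mean of compounds within control limits plus 3 SD, cut at about 15% in these data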;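 also: 0% = median of all compound wells on the plate and 100% = blocking peptide control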
KLK7 zymogen act – proKLK7 (human) activation, primary screen; purified proKLK7, EDANS-DABCYL substrate fluorescence; 100% is mature enzyme control, 0% vehicle; activation, % at 7 µM; 370,000 compounds, 0.9% hits; AID 652039;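 active = activation above the mean of all tested compounds plus 3 SD, computed per campaign excluding outliers beyond control limits, cut at about 13% in these data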
Tn7 DDE FP – disrupts Tn7 cyclic peptide binding to fibrin D-Dimer-E complex; P02675; FP displacement of FITC-Tn7 peptide from fibrin DD(E); 0% = median of compound wells per plate; inhibition, % at 8.3 µM; 370,000 compounds, 0.13% hits;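 active = inhibition above the mean of compounds falling within the control limits plus 3 SD of them, cut at about 14% in these data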;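 also: 0% = plate median of compound wells and 100% = 10 µM Aha-Tn7 peptide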
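Measure: % inhibition scaled between sample-field median and high-control FP; Test system: human fibrin DD(E); Quantity: 2 µM final DD(E) protein; Doses: one dose, 8.3 µM nominal; Schedule: compound with protein 10 min, then 3 h after probe, room temperature; Detection: fluorescence polarization; Medium: Tris buffer with calcium and detergent, pH 7.8.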
ADAM10 inh – inhibits human ADAM10; recombinant ADAM10, EDANS/DABCYL FRET peptide cleavage, 3 h; 370,000 compounds, 0.62% hits; inhibition, % at 7 µM; O14672;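 active = inhibition above a per-campaign cutoff equal to the mean of compounds falling between control-based bounds plus 3 SD, cut at about 20% in these data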;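 also: 0% = DMSO wells while the 100% control is not disclosed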
LEDGF integ inh – blocks HIV-1 LEDGF/p75-dependent DNA integration; TR-FRET IN-LEDGF/p75 DNA integration, Eu/Cy5; inhibition, % at 3.7 µM; 370,000 compounds, 0.64% hits;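 active = inhibition above the screen-wide mean plus 3 SD, cut at about 13% in these data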;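 also: signal is the Cy5 over europium emission ratio at 671 and 618 nm; 0% = plate median of compound wells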
ARFGAP1 inh – inhibits rat ARF GTPase activating protein 1; Q62848; Arfgap1-stimulated ARF1 GTP hydrolysis, GDP FP detection; inhibition, % at 16.5 µM; 360,000 compounds, 0.26% hits;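 active = inhibition above a per-plate limit, mean inhibition of low control wells plus 3 SD, cut at about 25% in these data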;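 also: 0% = DMSO wells with enzyme and 100% = wells lacking Arfgap1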
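Material: rat Arfgap1 catalytic domain, aa 1-136; also added: human ARF1(Δ1-17)-GTP substrate; compound dosing: one concentration, 16.5 µM, DMSO 1.26%; incubation: GTP hydrolysis reaction 2 h at 25 °C; measured by: Tracer-displacement fluorescence polarization with EDTA stop, 620/688 nm; evaluation: % inhibition from polarization; repeats: one replicate per compound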
ADAM17 inh – ADAM17 inhibition, QFRET primary screen; P78536; recombinant ADAM17, EDANS/DABCYL FRET peptide cleavage; inhibition, % at 6.95 µM; 370,000 compounds, 0.83% hits; AID 720648;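 active = inhibition above the mean of compounds lying between control limits plus 3 SD, set per campaign, cut at about 8.5% in these data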;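 also: 0% = DMSO-only wells as the low control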
ASAP1 inh – ASAP1 ArfGAP inhibition. Q9ULH1. ASAP1-stimulated ARF1 GTP hydrolysis, GDP FP detection. 360,000 compounds, 0.19% hits. inhibition, % at 16.5 µM; in the data active = inhibition above about 25%;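 also: 0% = vehicle with enzyme and substrate and 100% = no enzyme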
PLC-gamma1 inh – inhibitors of human phospholipase C gamma1; P19174; purified PLC-gamma1, fluorogenic substrate, fluorescence; inhibition, % at 12.2 µM; 370,000 compounds, 0.84% hits; in the data active = inhibition above about 9.5%
Target sequence (P19174 whole entry, looked up): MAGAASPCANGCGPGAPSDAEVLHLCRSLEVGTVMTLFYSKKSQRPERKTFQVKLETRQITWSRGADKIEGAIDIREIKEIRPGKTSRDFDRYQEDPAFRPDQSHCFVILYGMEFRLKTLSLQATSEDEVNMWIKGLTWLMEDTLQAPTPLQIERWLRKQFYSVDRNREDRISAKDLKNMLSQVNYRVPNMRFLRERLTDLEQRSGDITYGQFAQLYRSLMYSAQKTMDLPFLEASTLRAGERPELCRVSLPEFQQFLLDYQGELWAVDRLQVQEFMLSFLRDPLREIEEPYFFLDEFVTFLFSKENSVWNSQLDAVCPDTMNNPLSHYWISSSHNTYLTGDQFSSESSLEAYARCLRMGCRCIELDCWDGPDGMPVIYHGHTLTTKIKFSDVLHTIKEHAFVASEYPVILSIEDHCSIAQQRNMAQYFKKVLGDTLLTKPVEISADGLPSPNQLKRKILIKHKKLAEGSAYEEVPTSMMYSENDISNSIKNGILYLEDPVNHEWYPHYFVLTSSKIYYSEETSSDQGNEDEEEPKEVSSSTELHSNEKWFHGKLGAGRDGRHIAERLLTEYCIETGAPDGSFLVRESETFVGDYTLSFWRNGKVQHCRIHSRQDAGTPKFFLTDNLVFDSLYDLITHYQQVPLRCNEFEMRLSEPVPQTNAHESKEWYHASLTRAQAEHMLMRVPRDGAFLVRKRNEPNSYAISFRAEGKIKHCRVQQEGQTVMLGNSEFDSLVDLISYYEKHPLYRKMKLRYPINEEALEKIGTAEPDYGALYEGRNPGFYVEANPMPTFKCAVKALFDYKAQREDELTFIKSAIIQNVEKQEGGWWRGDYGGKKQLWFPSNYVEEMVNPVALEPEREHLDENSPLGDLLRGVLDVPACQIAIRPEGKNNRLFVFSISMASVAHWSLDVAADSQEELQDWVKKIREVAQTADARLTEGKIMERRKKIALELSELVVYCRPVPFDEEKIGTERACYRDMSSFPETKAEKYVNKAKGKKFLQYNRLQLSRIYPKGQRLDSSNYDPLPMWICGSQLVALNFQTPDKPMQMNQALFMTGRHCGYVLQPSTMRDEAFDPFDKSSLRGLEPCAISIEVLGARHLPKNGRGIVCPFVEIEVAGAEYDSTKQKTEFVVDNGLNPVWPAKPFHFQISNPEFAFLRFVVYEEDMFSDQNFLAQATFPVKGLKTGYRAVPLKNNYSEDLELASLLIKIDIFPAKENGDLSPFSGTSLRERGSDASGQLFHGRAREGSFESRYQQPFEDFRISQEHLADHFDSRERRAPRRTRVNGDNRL
An asterisk follows results filed as active; . = not tested or not shown. An unsorted share of the library; about 4.2% have a hit in one of these screens.

ARFGAP1 inh	KLK7 zymogen act	LEDGF integ inh	structure	ADAM10 inh	ADAM17 inh	Tn6 DDE FP	PLC-gamma1 inh	ASAP1 inh	Tn7 DDE FP	TDP2 inh
-3.7	-0.3	-0.3	c1ccc(Sc2ccccn2)cc1	0.4	-0.4	0.8	-7.0	2.2	3.9	-11.7
8.8	-0.2	0.2	COc1ccc(NC2c3ccccc3C(=O)N2c2ccccn2)cc1 (configuration not stated)	8.4	-0.4	6.3	0.8	4.5	-0.2	-18.8
0.8	0.5	-0.3	Cc1cc(C)cc(N2CC34C=CC(O3)C(C(=O)OCC(=O)NCc3ccco3)C4C2=O)c1 (configuration not stated)	-0.8	-1.5	7.8	1.3	-0.6	-1.4	6.6
3.7	0.0	1.9	O=C(Cc1cccs1)NNC(=O)c1ccccc1Cl	-4.6	-1.1	-1.1	-1.5	1.2	2.5	15.0
8.3	-0.3	-5.7	OC(COc1ccc2c(c1)OCO2)CN1CCN(c2ccccc2)CC1 (configuration not stated)	4.8	3.2	2.9	3.6	1.1	0.6	-4.8
-3.8	-0.2	0.7	Cc1ccc(C)c(/C(O)=C2/C(=O)C(=O)N(CCN3CCOCC3)C2c2ccc(C)o2)c1 (configuration not stated)	-9.4	-5.1	-3.0	-5.0	-2.3	0.8	-7.0
0.1	-177.6	5.5	COc1ccc(O)c(/C=C(\C#N)C(=O)Nc2ccccn2)c1	-165.0	-73.2	-1.5	-401.1	5.0	-1.5	2.4
-9.7	-0.2	-1.1	O=c1[nH]nc(SCCS(=O)(=O)c2ccc(F)cc2)n1-c1ccccc1	6.6	-0.3	2.2	-1.8	-11.7	-0.3	7.6
-10.4	-0.4	-0.3	CN(CCO)c1nc(N)c2c(N)nc3c(c2c1C#N)CC(=O)N3Cc1cccs1	-108.3	-27.5	-7.4	-229.4	-10.0	-1.8	-3.9
20.1	-0.2	1.2	CCc1c(C)nc2ncnn2c1N1CCC(C(=O)Nc2ccc(C)cc2)CC1	-1.4	-1.8	-4.5	0.4	8.3	-8.9	-4.8
-4.1	-0.6	-7.6	O=C(Nc1cccc(C(F)(F)F)c1)NC1CCCCC1	5.4	4.3	4.0	4.3	-5.0	-0.6	-9.6
14.8	0.4	-1.9	C[C@H](O)[C@@H]1CN2CCc3c([nH]c4ccc(-c5ccc6c(c5)OCO6)cc34)[C@@H]2C[C@@H]1N(C)C(=O)Nc1ccc(F)cc1	-12.4	-2.9	-5.6	-24.4	9.4	-7.9	9.2
-3.8	1.6	1.4	N#CC1=C(N)Nc2nc3ccccc3n2C1c1ccc(Cl)cc1 (configuration not stated)	-13.7	-2.9	-4.6	-22.7	7.6	-5.7	12.9
1.0	0.6	-2.1	O=C(O)c1cccc(-c2csc(C(O)(c3ccccc3)C(F)(F)F)n2)c1 (configuration not stated)	-7.6	-1.4	-2.4	-0.9	1.0	0.9	-6.4
11.5	0.5	0.6	COc1ccccc1NC(=O)Nc1ccc(C)cn1	-1.1	-2.7	-5.9	2.2	9.8	1.8	10.9
10.7	0.2	0.3	Clc1cccc(OCCCCN2CCCCC2)c1	-1.6	-3.4	-6.6	1.1	-0.3	-5.1	18.1
13.3	-0.4	-4.8	Cc1ccc(C)c(N2CCN(C(=O)c3ccc4c(c3)c(C)c(C)n4C)CC2)c1	6.6	-1.9	1.5	-3.4	9.2	7.3	-15.2
-1.2	-0.4	0.5	O=S(=O)(Nc1ccccc1N1CCOCC1)c1c(F)cc(F)cc1Br	-5.3	-8.3	2.6	-3.9	8.3	4.2	-0.1
9.5	-0.2	-1.2	O=C(CCSCc1cccc(Cl)c1)NCCc1ccc(Cl)cc1	11.1	3.5	1.4	-6.9	-4.8	-8.1	3.2
4.0	-0.2	1.1	CC(C)Oc1ccc(C2CC(=O)N(c3cccc(C(=O)O)c3)C2=O)cc1 (configuration not stated)	-2.4	-2.7	6.4	1.3	-13.9	-1.7	5.4
0.8	0.1	4.8	C#CCNC(=O)C1=C[C@@H](c2ccccc2)[C@H](CCCO)[C@@H](OCC)O1	-15.1	-7.7	-6.6	-0.6	5.8	9.6	-10.4
-2.4	0.0	-2.9	CC(=O)Nc1nc(-c2ccc(-c3ccccc3)cc2)cs1	-15.8	-2.1	6.2	-0.2	-8.0	-1.4	1.2
-2.7	-0.5	-0.3	C[C@@H]1CCCCO[C@@H](CN(C)C(=O)Cc2ccccc2)[C@@H](C)CN([C@H](C)CO)C(=O)c2cc(N(C)C)ccc2O1	-9.9	-3.1	3.5	-20.6	-2.3	0.8	9.9
3.5	0.3	4.1	O=C(c1ccc(CS(=O)c2ccc(F)cc2)o1)N1CCN(C2CCCCC2)CC1 (configuration not stated)	3.4	-0.4	3.7	3.9	-16.3	-1.6	-2.1
-15.7	0.3	5.6	Cc1ccc(Cc2c(-c3ccc(Cl)cc3)nc3c(C)cc(Br)cn23)cc1	2.3	0.3	-4.4	1.3	9.4	5.7	13.5

Just ASAP1 inh and ARFGAP1 inh, for two of the compounds above:
molecule	ASAP1 inh	ARFGAP1 inh
Cc1ccc(C)c(N2CCN(C(=O)c3ccc4c(c3)c(C)c(C)n4C)CC2)c1	9.2	13.3
O=S(=O)(Nc1ccccc1N1CCOCC1)c1c(F)cc(F)cc1Br	8.3	-1.2

The main list resumes, starting two compounds before the break.
ARFGAP1 inh	KLK7 zymogen act	LEDGF integ inh	structure	ADAM10 inh	ADAM17 inh	Tn6 DDE FP	PLC-gamma1 inh	ASAP1 inh	Tn7 DDE FP	TDP2 inh
3.5	0.3	4.1	O=C(c1ccc(CS(=O)c2ccc(F)cc2)o1)N1CCN(C2CCCCC2)CC1 (configuration not stated)	3.4	-0.4	3.7	3.9	-16.3	-1.6	-2.1
-15.7	0.3	5.6	Cc1ccc(Cc2c(-c3ccc(Cl)cc3)nc3c(C)cc(Br)cn23)cc1	2.3	0.3	-4.4	1.3	9.4	5.7	13.5
-16.4	-0.5	3.8	COc1ccc(OC)c(Cc2nnc(CCC(=O)NCc3nc4ccccc4s3)o2)c1	-3.7	-0.8	4.0	-0.1	7.6	-2.8	3.4
4.3	-0.6	-4.2	COc1ccc(CC(=O)Nc2cccc(S(=O)(=O)N3CCCC3)c2)cc1OC	-4.5	-4.7	-3.0	3.5	4.0	-0.3	-4.3
7.4	0.0	5.9	O=C(O)CC(NC(=O)COc1ccccc1)c1cccc([N+](=O)[O-])c1 (configuration not stated)	5.5	-4.8	-6.4	0.6	0.0	-2.9	1.6
-1.7	0.2	0.7	CC(=O)Nc1ccc(S(=O)(=O)N(C)CCOCc2ccccc2)cc1	8.4	0.8	1.1	-0.2	3.2	1.5	11.8
-2.1	-0.1	-4.2	COc1ccccc1OCCC(=O)N1CCN(c2ccccc2OC)CC1	-0.6	-2.7	0.0	1.4	3.3	0.1	-0.4
1.9	0.4	1.2	COc1ccc(CN(Cc2ccccn2)S(=O)(=O)c2ccc(-n3cnnn3)c(OC)c2)cc1	1.0	-0.8	4.0	2.0	-4.6	0.7	-9.0
6.5	-0.3	1.2	O=S(=O)(Cc1noc(-c2ccccc2Cl)n1)c1ccccn1	7.5	-1.3	2.3	0.7	-3.9	0.1	-7.6
-2.1	-0.5	2.9	CSc1ccccc1NC(=O)CN(C)CC(=O)Nc1ccc(N2CCOCC2)cc1	5.0	-3.0	5.2	1.1	6.8	-7.6	-0.3
-4.6	1.5	0.5	CC1CCCCC1NC(=O)COn1nnc2ccc(Cl)cc21 (configuration not stated)	6.4	1.1	-2.3	0.6	5.5	-10.0	-4.9
-13.0	0.0	0.2	Cc1ccc(S(=O)(=O)N2CCCC(C(=O)NCC3CCCO3)C2)cc1 (configuration not stated)	-2.2	-1.9	0.3	3.0	6.4	-4.2	10.0
6.7	0.4	-2.7	CC(C)[C@H](NS(=O)(=O)c1ccc(Cl)cc1)C(=O)OCC(=O)NCCN1C(=O)CSC1=O	-2.5	0.6	11.8	1.8	-0.3	3.9	4.3
1.6	0.4	-2.0	N#C/C(=N\Nc1ccc(Cl)cc1)C(=N)N1CCCCCC1	-11.4	-0.1	-2.7	1.3	8.3	1.2	5.5
-3.2	0.2	-2.5	Cc1ccc(-n2nnnc2CNC(=O)C(=O)c2c[nH]c3ccccc23)cc1C	-9.8	-2.3	0.5	-0.4	-2.5	1.8	0.6
4.8	0.1	-2.4	CCc1ccc(C(=O)COC(=O)C(Cc2ccccc2)NC(=O)c2ccc(Cl)cc2)cc1 (configuration not stated)	-0.8	-5.8	3.1	0.0	-4.4	4.4	-12.2
4.6	0.3	-5.1	Cc1ccc(NC(=O)CCN2C(=O)c3ccccc3S2(=O)=O)cc1C	-5.1	-1.1	-0.9	0.9	2.5	2.8	-3.0
13.6	-1.6	-0.6	O=C(COc1ccc2c(-c3ccccc3)cc(=O)oc2c1)NCc1cccs1	-14.0	-3.9	-1.9	-50.9	-12.2	4.3	-3.5
3.0	0.5	0.5	COc1ccc(Nc2ncnc3ccccc23)cc1	-8.6	-6.6	3.4	-1.3	8.5	-1.3	-2.3
-12.6	0.0	-1.8	CCN1C(=O)S/C(=C/c2ccc(Sc3nc4ccccc4[nH]3)o2)C1=O	-1.9	2.6	1.0	-2.1	6.4	-4.8	-1.0
-8.6	0.2	-0.6	COC(CNS(=O)(=O)c1cc2c3c(c1)CCN3C(=O)CC2)OC	5.9	-3.2	-6.4	1.6	11.1	2.3	7.7
-11.5	0.5	-4.4	CC(=O)NC(C)(c1ccccc1)c1nc(-c2ccc(S(C)(=O)=O)cc2)cs1 (configuration not stated)	-3.9	-0.9	-0.6	-1.7	-8.6	4.2	2.0
.	-0.2	1.2	CSc1ccc(C=Nn2c(-c3ccc(F)cc3)n[nH]c2=S)cc1	-11.4	-0.6	6.4	3.1	.	-6.2	9.2
-11.0	0.3	0.5	O=[N+]([O-])c1ccc(C2CCCC/C2=N/OCc2ccccc2F)c([N+](=O)[O-])c1 (configuration not stated)	9.1	2.5	-2.5	0.3	-7.6	-3.2	-1.9
1.2	-0.1	-0.1	CCOC(=O)C(C#N)(Cc1cc(OC)cc(OC)c1)Cc1cc(OC)cc(OC)c1	-0.9	0.7	0.6	-0.9	11.3	1.9	10.2
-7.0	0.0	-1.5	Cc1cccc(NC(=O)CSc2nc(N)c(NC(=O)c3cccs3)c(=O)[nH]2)c1	-7.1	-0.8	-1.2	-4.5	6.3	-8.2	14.7

Source: PubChem BioAssay (The Scripps Research Institute Molecular Screening Center)
